KDM5B inh: inhibitors of human KDM5B histone demethylase | KDM5B demethylase, FDH-coupled NADH fluorescence (FDH is formaldehyde dehydrogenase) | Potency, µM (highest dose often 57.7 µM), for inactives: top-dose activity change, negative = inhibition, usual class: inhibitors | actives 2.6% (n = 220,000) | AID 1347165; active = well fitted inhibition curve with a large enough effect; inconclusive = small, poorly fitted or top-dose-only effect; inactive = no such curve, though single readings can be large or run the other way; note: 0% is about no effect; nearly all actives have a fitted effect of over 70% in size
Target sequence (Q9UGL1 whole entry, looked up): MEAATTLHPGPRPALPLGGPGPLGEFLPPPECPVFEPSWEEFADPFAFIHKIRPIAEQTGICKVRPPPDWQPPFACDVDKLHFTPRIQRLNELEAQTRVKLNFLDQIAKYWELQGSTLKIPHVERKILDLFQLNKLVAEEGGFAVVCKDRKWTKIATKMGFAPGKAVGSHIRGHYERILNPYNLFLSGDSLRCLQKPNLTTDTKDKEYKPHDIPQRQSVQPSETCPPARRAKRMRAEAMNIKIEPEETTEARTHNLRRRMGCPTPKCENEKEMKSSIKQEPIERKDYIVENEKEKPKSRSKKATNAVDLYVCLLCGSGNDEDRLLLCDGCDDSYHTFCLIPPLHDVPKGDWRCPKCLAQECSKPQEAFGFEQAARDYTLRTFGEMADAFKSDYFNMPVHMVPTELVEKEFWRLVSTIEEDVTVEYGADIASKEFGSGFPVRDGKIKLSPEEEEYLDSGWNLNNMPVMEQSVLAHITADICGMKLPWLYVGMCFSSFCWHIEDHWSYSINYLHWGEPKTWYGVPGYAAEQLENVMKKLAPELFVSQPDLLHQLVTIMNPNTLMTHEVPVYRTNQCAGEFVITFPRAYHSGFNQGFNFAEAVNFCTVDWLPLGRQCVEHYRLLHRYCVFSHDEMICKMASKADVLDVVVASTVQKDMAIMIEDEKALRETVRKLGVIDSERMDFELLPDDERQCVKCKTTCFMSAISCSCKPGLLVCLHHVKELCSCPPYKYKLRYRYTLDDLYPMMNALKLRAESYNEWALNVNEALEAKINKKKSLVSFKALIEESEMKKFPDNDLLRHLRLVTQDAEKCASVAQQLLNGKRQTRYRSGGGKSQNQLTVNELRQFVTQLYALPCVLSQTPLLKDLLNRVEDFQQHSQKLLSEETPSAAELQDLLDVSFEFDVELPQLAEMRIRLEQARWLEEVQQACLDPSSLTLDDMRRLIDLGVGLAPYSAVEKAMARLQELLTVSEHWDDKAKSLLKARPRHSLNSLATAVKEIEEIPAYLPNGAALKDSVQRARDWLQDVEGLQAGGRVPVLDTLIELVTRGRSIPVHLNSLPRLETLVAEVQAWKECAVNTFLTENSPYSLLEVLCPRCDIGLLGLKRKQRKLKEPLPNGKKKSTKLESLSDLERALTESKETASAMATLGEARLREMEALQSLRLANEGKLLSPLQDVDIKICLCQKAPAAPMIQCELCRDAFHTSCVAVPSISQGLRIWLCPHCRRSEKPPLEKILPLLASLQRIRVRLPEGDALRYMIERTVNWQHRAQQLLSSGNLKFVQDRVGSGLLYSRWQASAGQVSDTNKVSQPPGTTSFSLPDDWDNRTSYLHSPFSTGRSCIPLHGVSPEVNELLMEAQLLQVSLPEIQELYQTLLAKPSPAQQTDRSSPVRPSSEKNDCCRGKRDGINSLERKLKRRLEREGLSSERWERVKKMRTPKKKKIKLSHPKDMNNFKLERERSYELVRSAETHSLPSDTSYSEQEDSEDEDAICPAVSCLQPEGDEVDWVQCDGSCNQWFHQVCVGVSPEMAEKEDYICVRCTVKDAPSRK
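Coupled FDH/NAD⁺ fluorescence readout. KDM5BΔAP 200 nM final; compound titration, 10 min RT preincubation; substrate mix 12.5 µM H3K4me3, 25 µM 2-OG, 50 µM Fe(II), 100 µM ascorbate, 0.25 mM NAD⁺, 0.25 U/mL FDH; ΔRFU over 30 min.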
An asterisk follows results filed as active; u = inconclusive; & = joins results of further samples; [ ] = dose if it differs, or a comment. Potency is the fitted concentration of half-maximal effect.

SMILES,KDM5B inh
COc1ccc(CN(C)C(=O)c2cc(-c3ccc(OC)c(OC)c3)nc3ccccc23)c(OC)c1,u
O=C1C2CCCC1C(c1ccccc1)NC2c1ccccc1 (centres undefined),9%
COc1cccc(-c2nc(SCc3cc(=O)c4ccc(C)c(C)c4[nH]3)n[nH]2)c1,u
COCCn1ccc2nc(C)c(C(=O)N3CCN(c4cc(C)ccc4C)CC3)cc2c1=O,-27%
O=C(c1ccc(Br)cc1)N1CCC(C(=O)N2CCN(Cc3ccccc3)CC2)CC1,-2%
COc1ccc(S(=O)(=O)Nc2c(NC3CCCC3)c3ccccc3oc2=O)cc1OC,16%
O=C(c1cccc(Cl)c1)N1CCC[C@H]1c1nc(-c2ccccc2)no1,28%
CCOc1cc(/C=C(\C#N)c2nc3ccccc3[nH]2)ccc1OCc1ccccc1,31%
O=[N+]([O-])c1cc(S(=O)(=O)Nc2ccc(Cl)cc2)ccc1N/N=C/c1ccsc1,22%
c1ccc2c(SCc3cn4ccccc4n3)ncnc2c1,2%
CCn1ncc(N2CCC(NC(=O)c3ccc(OC)c(OC)c3)CC2)cc1=O,1%
Cc1cc(C)n(-c2cccc(CN3CCCC(O)(CN(C)C)C3)c2)n1 (centres undefined),12%
O=C(CCn1ccn2nc3c(c2c1=O)CCCC3)NCCc1cccs1,3%
COCCn1c(=O)n([C@H]2CCCN(C(=O)c3nn(C)c4ccccc34)C2)c2ncccc21,-2%
Cc1ccc(S(=O)(=O)N2CCC(C(=O)Nc3nc4c(s3)CC(c3ccccc3)CC4)CC2)cc1 (centres undefined),-9%
COc1ccc(-n2ncc3c(NCCCOC(C)C)ncnc32)cc1,u
O=C1CC(c2ccccc2)N(Cc2ccncc2)CCCN(C(=O)C2CCC2)CCN1 (centres undefined),-11%
C#CCNC(=O)c1nc2sccn2c1Br,4%[86.2 µM]
Cc1cccc(C(=O)NCc2cn3cccc(C)c3n2)c1,-35%
COc1ccc(-c2csc(Nc3ccc(C)cn3)n2)cc1OC,-23%
CC(NC(=O)Cc1ccc(N(Cc2ccc(F)cc2)C(=O)c2ccco2)cc1)c1ccccc1 (centres undefined),-5%
Cc1ccc2c(c1)cc1c(=O)n(CC(=O)NCc3ccco3)nc(C)n12,-29%
COCCNc1ncc(C(=O)O)c(C)n1,u
COC(=O)c1ccccc1NC(=S)N(C)C,-5%
Cc1ccc(-c2cc3c(ccn3C(C)C)c(C(=O)NCc3c(C)cc(C)[nH]c3=O)n2)cn1,u
O=C([C@@H]1C[C@H](F)CN1S(=O)(=O)c1cccs1)N1CCCCC1,-2%
Cc1cc(C(=O)C(=O)Nc2nnc(C(C)C)s2)c(C)n1-c1ccccc1,u
O=C(Nc1cc2c(cc1C(=O)c1ccccc1Cl)OCCO2)c1ccccc1,u
CCCn1c(=O)c(C(=O)NNC(=O)Cc2ccccc2)c(O)c2ccccc21,u
O=C1CCC2(CNC(=O)c3cc(F)ccc3F)CCC=C2N1 (centres undefined),-5%
CCN(CC)S(=O)(=O)c1ccc(N2CCOCC2)c(NC(=O)C2CCCO2)c1 (centres undefined),-14%
CCc1ccc(S(=O)(=O)Nc2cccn3nc(CC)nc23)cc1,-1%
COCCN(C)C(=O)c1ccc2c(c1)NC(C)(COc1cccnc1)CO2 (centres undefined),-21%[86.2 µM]
O=C(c1cc(F)ccc1F)N1CCCC(Cc2nncn2CC2CC2)C1 (centres undefined),-18%
Cc1noc2c(-c3ccc(N4CCOCC4)cc3)cc(-c3cccnc3)nc12,u
O=C(CCc1ncc(-c2ccccc2)o1)NCc1ccc(F)cc1,8%
O=C(c1ccc2c(c1)OCO2)N1CCN2C(=O)N(Cc3ccccc3)C[C@H]2C1,-7%[86.2 µM]
CCOc1ccc(CCNc2ncnc3onc(-c4ccc(Cl)cc4)c23)cc1OCC,-25%
CCOC(=O)C1CCN(C(c2ccccc2)c2sc3nc(-c4ccco4)nn3c2O)CC1 (centres undefined),-1%
COc1cccc(C2CC(=O)Nc3ccsc32)c1OCc1ccc(Cl)cc1 (centres undefined),7%
Cc1nn(Cc2cc(C(=O)O)c3ccccc3n2)c(C)c1Br,8%
Cc1cc(C)n(-c2nc3ccccc3nc2N2CCN(C(=O)c3ccc(Cl)cc3)CC2)n1,-9%
Cc1cc(Cl)ccc1NC(=O)CCC(=O)N/N=C/c1cccnc1,-7%
CC(C)c1noc(-c2cn(C3CCN(C(=O)c4cccc(C#N)c4)C3)nn2)n1 (centres undefined),-7%
COc1cccc(-c2cnc3[nH]cc(CC(=O)NCc4cccnc4)c3c2)c1,u
O=C(CSc1nc2ccsc2c(=O)[nH]1)Nc1ccccc1,-8%
CCOc1ccc(CNC(=O)c2ncoc2-c2ccc(C)s2)cc1,u
COc1cccc(N2C(=O)NC(=NC3CCCC3)C23CCCN(Cc2ccc(N(C)C)cc2)C3)c1 (centres undefined),-3%[115 µM]
Cc1cc(OC(=O)c2ccccc2F)cc(OC(=O)c2ccccc2F)c1,9%
O=C(Cn1ncc2ccccc2c1=O)Nc1ncc(Cc2cccc(C(F)(F)F)c2)s1,12%

Next compounds follow:
SMILES,KDM5B inh
O=C(NCc1cc(F)ccc1F)c1csc(N2CCN(c3ccccc3F)CC2)n1,u
O=S(=O)(c1ccccc1)N1CCCC(Cc2noc(-c3ccncc3)n2)C1 (centres undefined),1%
O=C(C1CCC1)N1CCc2cc(S(=O)(=O)NCCc3ccccc3)ccc21,-23%
Cc1ccc2occ(CC(=O)N(Cc3ccc(Cl)cc3)Cc3ccco3)c2c1,3%
O=C(c1ccncc1)N1C[C@@H]2OCC(=O)N(Cc3ccncc3)[C@@H]2C1,u
COc1ccc(C)cc1-n1ccnc1SCC(=O)Nc1nccs1,19%
O=C(Nc1ccccc1F)C1c2ccccc2C(=O)N(Cc2ccccc2)C12CCCC2 (centres undefined),-11%
CC(Sc1nnc(N2CCCCC2)n1-c1ccccc1)c1nc(-c2ccco2)no1 (centres undefined),15%
CN(CCc1ccccn1)[C@H]1[C@@H]2OC[C@@H](O2)[C@@H](NCc2ccc(OC(F)(F)F)cc2)[C@@H]1O,2%
CN1CCC(OC2CCN(C(=O)c3ccc(Br)cc3)CC2)CC1,17%
COc1ccc(-c2cc(N3CCC(NC(=O)CCCc4ccccc4)CC3)n[nH]2)cc1,-15%
Cc1ccc(Cl)cc1-n1c(=O)cc(N2CCN(c3ccc(F)cc3)CC2)[nH]c1=O,-12%
CCc1nncn1C1CCN(S(=O)(=O)c2ccc(Cl)c(C)c2)CC1,3%
CC(C)C(=O)Nc1ccc2[nH]cc(C(C(=O)O)N3CCC(Cc4ccccc4)CC3)c2c1 (centres undefined),-6%
CCN(CC)C(=O)CN(C)C(=O)c1cc2cc(F)ccc2[nH]1,u
Cc1ccc(C(=O)NC(C)c2ccc3c(c2)NC(=O)CO3)s1 (centres undefined),-13%
Cc1noc(CN2CCc3nc(-c4ccc(F)cc4F)[nH]c3C2)n1,32µM*
Cc1ccc(CNC(=O)N2CCC(Oc3ncccc3C(=O)N3CCOCC3)C2)cc1 (centres undefined),-6%
CC(=O)NC12CC3CC(C1)CC(C(=O)N1CCC(CCc4ccc(C)cc4)CC1)(C3)C2,7%
CC(C)c1nnc2ccc(N3CCN(C(C)C)CC3)nn12,u

Next part.
SMILES	KDM5B inh
O=C(COC(=O)c1cc(-c2ccc(F)cc2)nc2ccccc12)NC1CC1	u
CSc1nsc(SCC(=O)NCc2ccccc2)n1	9%
O=C(CCc1ncc(-c2ccc(F)cc2F)o1)Nc1ccccc1O	18%
Cc1ccc(NC(=O)CCn2c(=O)c3cccn3c3ccccc32)cc1C	u
CCCNC(=O)N1CC[C@@H](CC(=O)O)[C@@H](CC2=NCCc3ccc(C(C)(C)C)cc32)C1	u
COC(=O)C1CCN(Cc2cc(=O)oc3cc(C)c(C)cc23)CC1	-3%
Cc1ccc(-n2c(C3CCN(C(=O)c4ccccc4OC(F)(F)F)CC3)n[nH]c2=O)cc1	30%[activator]
Cc1cc(=O)oc2cc(OS(=O)(=O)c3cccc(Cl)c3)ccc12	u
O=C(NNC(=O)C1CCCC1)c1ccc(Br)cc1	16%
Cc1ccc(CN2CCc3nc(N4CCN(c5ccccc5F)CC4)ncc3C2)cc1C	4%
CCOc1cc(/C=C2/NC(=O)NC2=O)ccc1OCc1cccc(F)c1	10%
O=S(=O)(NCC1(c2ccccc2)CCC1)c1cccc(F)c1	-20%
Cc1cccc(-c2nc3c4ccccc4n(CC(=O)Nc4cc(F)ccc4F)c(=O)n3n2)c1	-21%
CC(C)(C#N)c1ccc(-c2cc(CO)ccn2)cc1	11%
CCCCOc1ccccc1Cn1c(=O)sc2ccccc21	15%
COCC(=O)N1CCC(N2C(=O)C3(CCCCC3)C2c2ccccc2)CC1 (centres undefined)	11%
COc1ccc(CNC(=O)c2ccccc2OC(F)F)cc1C(=O)O	11%
CCN(CC)C(=O)Oc1ccc2oc(=O)c(-c3ccccc3)c(C)c2c1	1%
CCc1nnc(SCc2cccc(F)c2)c2cc3sc(C)cc3n12	u
COc1ccc(-c2cc(C(=O)N3CCOCC3)c3c(C4CCNC4)nn(C)c3n2)cc1 (centres undefined)	79µM*
O=C1NCCN(C(=O)Cn2ncc3ccccc3c2=O)C1Cc1cnc[nH]1 (centres undefined)	2%
CCCNCc1ccc(-c2ccccc2)o1	11%&-5%
Cc1ccccc1C(=O)N1CCC(c2nn(-c3ccccc3)c(=O)[nH]2)CC1	-21%
COc1ccccc1-c1ccc2ncn(C3CC3)c(=O)c2n1	u
COc1ccc(-c2noc(N3CCC(C(=O)N4CCN(c5ccccc5F)CC4)CC3)n2)cc1	4%
CCNC(=S)N(Cc1ccco1)Cc1cccs1	-1%
Cc1oc(C(O)c2cncnc2)nc1C(=O)Nc1ccc(N2CCOCC2)cc1 (centres undefined)	-3%[86.2 µM]
CCOC(=O)c1cc2n(n1)CC(C)(C(=O)NCCC(C)C)N(c1cccc(Cl)c1C)C2=O (centres undefined)	6%
COc1ccccc1CNC(=O)C1CC(=O)N(c2n[nH]c3ccccc23)C1 (centres undefined)	-16%
Cc1nn(-c2ccccc2)c(Oc2ccc(F)cc2F)c1CCC(=O)NCC1CCCO1 (centres undefined)	14%
Cc1ccc(NC(=O)CCCc2nc3ccccc3o2)cc1C	10%
COc1ccc2cc(C(C)C(=O)Nc3cccc4cccnc34)ccc2c1 (centres undefined)	-13%
Cc1ccc(CNC(=O)[C@H](Cc2ccccc2)NC(=O)c2ccco2)cc1	-7%
CC(C)CN1C(=O)N2Cc3ccccc3C2CS1(=O)=O (centres undefined)	13%
Cc1cc(=O)oc2cc(Oc3ccc(S(=O)(=O)NC(C)C)cc3[N+](=O)[O-])ccc12	1%
O=C(CCN1Cc2ccccc2C1=O)N[C@H](c1cccs1)C1CC(O)C1 (some centres undefined)	-10%
Cc1ccc(N2CC(NC(=O)c3ccc4c(c3)OCO4)CC2=O)cc1 (centres undefined)	-6%
Oc1c(C(c2ccccc2)N2CCN(c3ccccc3)CC2)sc2nc(-c3ccco3)nn12 (centres undefined)	-15%
COc1ccc(C(=O)N2CC(CO)C3(CCNCC3)C2)c(OC)c1 (centres undefined)	-6%
CC1CCC(NC(=O)CCCNC(=O)C(C)(C)C)CC1 (centres undefined)	-5%
CCN(c1ccc(NC(=O)CN(C)c2ccccc2)cc1)C(C)C	17%
COc1ccc(C(=O)N2CC(c3noc(C4CCCN4CC4CC4)n3)C2)cc1 (centres undefined)	-1%
CCCCCCNC(=O)CCc1c(C)c2ccc(C)cc2oc1=O	7%
Cc1ccc(NC(=O)c2cc3c([nH]c2=O)CC(C)(C)CC3=O)c(C)c1	-1%
CC(C)C(=O)NCC12CCCC=C1N(C)C(=O)CC2 (centres undefined)	-24%
CCCCCCc1cc2c3c(c(=O)oc2cc1OCC(=O)OC(C)C)CCCC3	16%
C=Cc1ccc(Cn2c(=O)n(CC3CCC(C(=O)NC(C)C)CC3)c(=O)c3sccc32)cc1 (centres undefined)	-4%
CCNC(=O)CSc1ncnc2cc(-c3ccc(F)cc3)sc12	-10%
COc1ccc2c(c1)C=C(C(=O)Nc1ccc(C(=O)OC(C)C)cc1)C=CO2	-20%

Rewritten with the structure last: entries from further up.
KDM5B inh | molecule
-13% | COc1ccc2cc(C(C)C(=O)Nc3cccc4cccnc34)ccc2c1 (centres undefined)
-7% | Cc1ccc(CNC(=O)[C@H](Cc2ccccc2)NC(=O)c2ccco2)cc1
13% | CC(C)CN1C(=O)N2Cc3ccccc3C2CS1(=O)=O (centres undefined)
1% | Cc1cc(=O)oc2cc(Oc3ccc(S(=O)(=O)NC(C)C)cc3[N+](=O)[O-])ccc12
-10% | O=C(CCN1Cc2ccccc2C1=O)N[C@H](c1cccs1)C1CC(O)C1 (some centres undefined)
-6% | Cc1ccc(N2CC(NC(=O)c3ccc4c(c3)OCO4)CC2=O)cc1 (centres undefined)
-15% | Oc1c(C(c2ccccc2)N2CCN(c3ccccc3)CC2)sc2nc(-c3ccco3)nn12 (centres undefined)
-6% | COc1ccc(C(=O)N2CC(CO)C3(CCNCC3)C2)c(OC)c1 (centres undefined)
-5% | CC1CCC(NC(=O)CCCNC(=O)C(C)(C)C)CC1 (centres undefined)
17% | CCN(c1ccc(NC(=O)CN(C)c2ccccc2)cc1)C(C)C
-1% | COc1ccc(C(=O)N2CC(c3noc(C4CCCN4CC4CC4)n3)C2)cc1 (centres undefined)
7% | CCCCCCNC(=O)CCc1c(C)c2ccc(C)cc2oc1=O
-1% | Cc1ccc(NC(=O)c2cc3c([nH]c2=O)CC(C)(C)CC3=O)c(C)c1
-24% | CC(C)C(=O)NCC12CCCC=C1N(C)C(=O)CC2 (centres undefined)
16% | CCCCCCc1cc2c3c(c(=O)oc2cc1OCC(=O)OC(C)C)CCCC3

Some of the compounds tested; rates above refer to the full screens.
